Assay outcomes as filed in PubChem.
MCF10A rereplic: DNA re-replication induction in MCF 10a cells; MCF 10A DNA re-replication, Hoechst nuclear intensity, 48 h; Potency, µM (titrated, usually from 46.1 µM), without a hit: top-dose activity, positive = re-replication, actives largely listed as activators; 350,000 tested, 2.9% active; also: % of control where 0% means no effect; nearly all actives have a fitted effect of over 50% in size
Nrf2 ARE act: activators of Nrf2 (ARE) signaling; Potency, µM (series often up to 46.1 µM), for the others: top-dose activation, actives largely listed as activators; 410,000 tested, 0.31% active; AREc32 ARE-luciferase reporter (MCF7-derived line), luminescence, 24 h; also: % of control where 0% means no effect; nearly all actives have a fitted effect of over 65% in size
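For detection, Steady-Glo was added and plates sat 30 min at RT; before that, AREc32_Fluc cells grown overnight in OPTI-MEM/5% FBS had been treated with 23 nL compound for 24 hr at 37 deg C.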
EPAC2 antag: antagonists of human EPAC2; Q8WZA2; EPAC2 GEF exchange of Rap1B-BODIPY-GDP, fluorescence; Potency, µM (highest dose often 114 µM), inactives show at the highest dose activity, negative = inhibition, hits mostly inhibitors; 360,000 tested, 0.18% active; AID 720708; also: % is scaled to controls: 0 for no effect and ±100 for the full control effect; nearly all actives have a fitted effect of over 45% in size; many of its hits are not listed in these tables
Target sequence (Q8WZA2 whole entry, looked up): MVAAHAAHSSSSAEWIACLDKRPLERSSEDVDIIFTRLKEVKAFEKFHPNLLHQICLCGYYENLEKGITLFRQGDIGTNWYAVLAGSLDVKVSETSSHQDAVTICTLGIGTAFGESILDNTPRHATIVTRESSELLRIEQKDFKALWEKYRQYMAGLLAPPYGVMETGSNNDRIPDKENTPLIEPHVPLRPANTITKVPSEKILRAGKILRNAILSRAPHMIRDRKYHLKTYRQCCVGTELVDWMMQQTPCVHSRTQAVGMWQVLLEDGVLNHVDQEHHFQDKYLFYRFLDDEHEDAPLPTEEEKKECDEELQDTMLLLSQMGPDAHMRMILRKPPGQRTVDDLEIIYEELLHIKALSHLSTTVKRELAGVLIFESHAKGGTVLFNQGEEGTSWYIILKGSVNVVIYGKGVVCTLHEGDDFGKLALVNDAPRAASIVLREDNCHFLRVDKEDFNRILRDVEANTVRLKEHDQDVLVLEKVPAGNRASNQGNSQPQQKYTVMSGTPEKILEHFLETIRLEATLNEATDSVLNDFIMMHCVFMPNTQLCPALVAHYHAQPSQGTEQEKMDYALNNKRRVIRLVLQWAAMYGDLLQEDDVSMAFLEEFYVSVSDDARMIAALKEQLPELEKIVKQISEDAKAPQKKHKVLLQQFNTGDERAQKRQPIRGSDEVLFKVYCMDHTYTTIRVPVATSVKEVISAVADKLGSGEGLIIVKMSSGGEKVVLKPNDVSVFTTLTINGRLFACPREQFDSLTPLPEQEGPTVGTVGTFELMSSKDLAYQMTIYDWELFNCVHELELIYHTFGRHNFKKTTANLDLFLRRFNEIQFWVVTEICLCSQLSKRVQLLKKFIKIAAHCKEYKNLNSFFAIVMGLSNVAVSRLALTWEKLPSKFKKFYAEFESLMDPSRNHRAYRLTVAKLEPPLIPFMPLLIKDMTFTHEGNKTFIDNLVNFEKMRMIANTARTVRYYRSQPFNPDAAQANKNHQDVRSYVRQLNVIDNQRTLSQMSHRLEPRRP
Nrf2 inh: blocks Nrf2 signaling. A549 ARE-Fluc reporter, luciferase luminescence, 18-24 h. Potency, µM (series often up to 46 µM), for the others: at the top dose activity change, negative = inhibition, usual class: inhibitors. 360,000 tested, 2.1% active. AID 504444; also: % is scaled to controls: 0 for no effect and ±100 for the full control effect; nearly all actives have a fitted effect of over 60% in size
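A549 ARE_Fluc cells (5000/well, 5% FBS OPTI-MEM) pre-incubated 2 h, then treated with compounds 18-24 h at 37C/5% CO2 in concentration-response. CellTiter-Fluor viability read first; BugLite luciferase luminescence after 15 min at room temperature gives Nrf2 activity.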
A549 viability: counter-screen for Nrf2 inhibitors: cytotoxicity in A549 cells; 390,000 tested, 0.16% active; A549 ARE-Fluc cells, CellTiter-Fluor viability, 18-24 h; Potency, µM (highest dose often 46 µM), without a hit: at the highest dose activity change, negative = cytotoxicity, usual class: inhibitors; also: % is scaled to controls: 0 for no effect and ±100 for the full control effect
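A549 ARE-Fluc cells in 5% FBS OPTI-MEM, 5000 cells/well, rested 2 h then exposed to compounds in concentration-response for 18-24 h at 37 °C. Viability by CellTiter-Fluor fluorescence (Ex 405/Em 525) after 30 min; luciferase luminescence (BugLite, 15 min, RT) read afterwards.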
TGFb SMAD3 inh: TGF-b pathway inhibition; Potency, µM (top dose mostly 46.1 µM), for inactives: at the top dose activity, negative = inhibition, hits mostly inhibitors; 410,000 tested, 1.2% active; HepG2 CAGA-GFP TGF-b/SMAD3 reporter, GFP fluorescence, 18 h; TGF-beta stimulated, 500 pg/mL final; also: % is scaled to controls: 0 for no effect and ±100 for the full control effect; nearly all actives have a fitted effect of over 65% in size
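GFP signal (ex488/em500-530) from TGF-beta-stimulated HEPG2 CAGA-GFP cells, 500 pg/mL final, 18 h at 37 degrees C in DMEM plus 1% FBS, normalized to unstimulated and DMSO-stimulated controls.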
ATXN2 expr inh: inhibitors of ATXN2 expression; HEK-293 ATXN2-luciferase reporter, luminescence, 24 h; Potency, µM (series often up to 57 µM), without a hit: at the top dose activity change, negative = inhibition, usual class: inhibitors; 360,000 tested, 0.72% active; also: % is scaled to controls: 0 for no effect and ±100 for the full control effect; nearly all actives have a fitted effect of over 55% in size
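ATXN2-luciferase reporter cells (luciferase flanked by upstream and downstream ATXN2 gene portions) were treated 24 h at 37 °C with compounds at up to 57 uM. SteadyGlo luminescence gave expression; GF-AFC fluorescence gave viability.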
HepG2 tox: counter-screen for TGF-b inhibitors: cytotoxicity in HepG2 cells | HepG2 CAGA-GFP viability, ATP luminescence, 18 h | Potency, µM (highest dose often 46.1 µM), for inactives: at the highest dose activity change, negative = cytotoxicity, usual class: cytotoxic | 410,000 tested, 0.76% active | AID 588856; also: some results filed as inactive show a strong effect at the top dose
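CellTiter-Glo luminescence gave cytotoxicity after 18 hours at 37 degrees C. The cells were HepG2 CAGA-GFP in 1% FBS DMEM, stimulated with 500 pg/mL TGF-beta after compound addition. %Activity was normalised to no-cell wells (complete cell-killing) and DMSO (no toxicity), and curves were fitted and classified.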
ATXN viability: reduces viability in counter-screen for ATXN expression inhibitors. 400,000 tested, 0.49% active. Potency, µM (doses to about 56.7 µM), hits mostly cytotoxic. S2 cells (HEK-293 line with an ATXN2-luciferase reporter) viability, CellTiter-Fluor protease fluorescence, 24 h; also: nearly all actives have a fitted effect of over 40% in size
* hit, by the source's call; i = inactive; ? = inconclusive; · = not tested or not shown; & = joins results of further samples; [ ] = another dose, or the depositor's remark. Calls follow the shape of the dose curve; as a rule, active = well fitted curve in the direction sought with a large enough effect; inconclusive = small, poorly fitted or top-dose-only effect, or another doubt; inactive = no such curve, though single readings can be large; an effect the other way counts as inactive or inconclusive. Potency is read from the fitted curve at half-maximal effect. This is a subset, so the mix of outcomes need not match the whole.

entry	structure	MCF10A rereplic	Nrf2 ARE act	EPAC2 antag	Nrf2 inh	A549 viability	TGFb SMAD3 inh	ATXN2 expr inh	HepG2 tox	ATXN viability
1	Cc1cc(C)n(CC(O)CN(c2ccccc2)S(=O)(=O)c2ccc3ccccc3c2)n1 (centres undefined)	3%	0.0%	12%	16%	4%	-2%	0%	3%	i
2	Cc1nc([N+](=O)[O-])nn1C12CC3CC(CC(Cl)(C3)C1)C2	13%	0.2%	5%	8%	0%	9%	5%	12%	?
3	Cc1ccc(Cl)cc1NC(=O)c1cc(S(=O)(=O)N2CCCCCC2)cn1C	·	6.6%	·	·	0%	-7%	2%	-1%	i
4	COc1ccc(COC(=O)C2=C(C)NC(=O)NC2c2ccc(O)cc2)cc1 (centres undefined)	15%	3.8%	-3%	0%	0%	-1%	-10%	0%	i
5	CC(=O)c1cc(-c2ccccc2)n(CCC(=O)NC2CCCCCC2)c1C	11%	3.2%	-7%	-8%	4%	-13%	-10%	-13%	i
6	O=S(=O)(NC1CCCCC1N1CCOCC1)c1ccc(Cl)cc1 (centres undefined)	21%	-0.7%	6%	4%	2%	2%	0%	-12%	i
7	Clc1ccc(Nc2ccc(Cl)nn2)cc1	-22%	4.1%	2%	-6%	2%	-15%	-4%	-10%	i
8	COc1cc(O)c2c(=O)c(-c3ccc(O[C@@H]4O[C@H](CO)[C@@H](O)[C@H](O)[C@H]4O)cc3)coc2c1	-8%	4.8%	2%	?	-12%	-6%	91%[activator]	-22%	i
9	Cc1ccc(NC(=O)c2ccc(Cl)c(N3C(=O)CCC3=O)c2)cc1	3%	0.3%	-8%	12%	-4%	-10%	2%	-1%	i
10	COc1ccccc1Oc1c(C)oc2c(CN3CCN(CCO)CC3)c(O)ccc2c1=O	-17%	2.0%	16%	-8%	-1%	-17%	1%	12%	i
11	Cc1nn(-c2ccccc2)c(C)c1NC(=O)COC(=O)CCc1ccccc1	-3%	0.0%	-5%	-7%	2%	7%	-2%	10%	i
12	COc1ccc(CNC(=O)CCc2nc3cccnc3n2Cc2ccccc2)cc1	·	0.1%	·	5%	6%	5%	-5%	1%	i
13	CCc1ccccc1NC(=O)C1(S(=O)(=O)c2ccc(C)cc2)CC1	8%	0.0%	-10%	-5%	-2%	8%	-16%	-2%	i
14	O=S1(=O)CCOC[C@H](c2ccccc2)N1Cc1ccccc1F	11%	2.5%	?	7%	4%	-3%&-2%	-10%	-13%&30%	i
15	Cc1ccccc1-n1c(-c2ccncc2)n[nH]c1=S	0%	0.4%	2%	4%	5%	-25%	-2%	9%	i
16	COc1cc(CN(C(=O)c2ccc(OC(C)C)cc2)C2CCS(=O)(=O)C2)cc(OC)c1OC (centres undefined)	·	2.2%	·	3%	5%	24%	13%	-5%	i
17	CCOC(=O)C1CCN(Cc2cc(C(C)(C)C)c(O)c(C(C)(C)C)c2)CC1	-22%	10%	1%	-2%	-3%	-18%	-17%	-37%	?
18	Fc1ccc(Nc2nc(NCc3ccco3)c3ccccc3n2)cc1	?	-1.0%	-1%	18µM*	-11%	?	·	18µM*	11µM*
19	CC1CCN(C(=O)C2CCN(S(=O)(=O)N3CCC4(CC3)OCCO4)CC2)CC1	17%	-0.1%	9%	4%	1%	1%	0%	3%	i
20	Cc1coc2cc3oc(=O)c(CC(=O)NCc4cccc(Cl)c4)c(C)c3cc12	·	2.2%	·	-19%	2%	?	·	-40%	·
21	COC(=O)c1cc(=O)n(Cc2ccco2)c(=Nc2ccc(F)c(Cl)c2)s1	7.3µM*	-5.1%	6%	26µM*	?	13µM*	28µM*	-98%	·
22	C[C@H](CO)N1C[C@H](C)[C@@H](CN(C)S(=O)(=O)c2ccc(F)cc2)Oc2ccc(NC(=O)c3ccncc3)cc2C1=O	?	-0.4%	2%	-2%	7%	-6%	1%	6%	i
23	O=C([C@H]1O[C@@H](n2ccc(=O)[nH]c2=O)[C@H](O)[C@@H]1O)N1CCN(Cc2ccccn2)CC1	·	0.0%	-6%	·	·	·	9%	·	i
24	CCC(NC(=O)OCc1ccccc1)C(=O)Oc1ccc2ccc(=O)oc2c1 (centres undefined)	?	0.1%	3%	-2%	-1%	0%	-20%	0%	i
25	Cc1nc([N+](=O)[O-])c(C(=O)OCc2ccccc2F)n1C	-9%	2.7%	11%	-2%	5%	3%	·	0%	i
26	COC(=O)Nc1ccc(OC)c(OC)c1	0%	0.2%	0%	-5%	1%	26%	6%	10%	i
27	CCC(C)(C)n1nnnc1C(c1ccccc1F)N1CCC(C(N)=O)CC1 (centres undefined)	3%	-0.2%	-12%	-13%	0%	-3%	0%	-19%	i
28	CC(C)c1ccc(NC(=O)COC(=O)C2CC3C=CC2C3)cc1 (centres undefined)	0%	4.7%	-22%	2%	4%	-4%	·	-28%	i
29	O=C(NNc1cc(Cl)cc(Cl)c1)c1cccs1	14%	2.6%	-9%	-22%	-1%	-13%	-15%	-3%	?
30	COc1ccc(C2/C=C\CN(CC(C)(C)C)CC(=O)N2Cc2ccc(F)cc2)cc1 (centres undefined)	10%	10%	-11%	9%	-1%	-2%	-9%	-23%	i
31	O=C(N1CCOCC1)N1CCC(NC(=O)C23CC4CC(CC(C4)C2)C3)CC1	?	-0.3%	8%	3%	5%	10%	-4%	-91%	i
32	CCOC(=O)[C@]12CCC=C1N(Cc1ccccc1)C(=O)[C@H](CC(=O)NCCc1ccccc1OC)C2	·	3.2%	-10%	·	·	·	4%	·	i
33	O=C(Nn1cnnc1)c1ccncc1	1%	0.0%	9%	-3%	?	17%	1%	-10%	i
34	CCc1ccc(OCC(=O)Nc2ccncc2)c(Br)c1	?	-0.6%[9.22 µM]	-20%	-9%	-7%	-22%	2%	-19%	?
35	O=C(c1ccc2ccccc2c1)N1CCc2ccccc21	5%	3.8%	-8%	?	-1%	-1%	27%	-7%	i
36	O=C1C=CN2CCCC2CC1 (centres undefined)	4%	-0.1%	10%	0%	-1%	1%	8%	-2%	i
37	O=C(Nc1ccc2c(c1)CCC2)c1cnccn1	3%	0.4%	-1%	?	-1%	4%	21%	-15%	i
38	Cc1nn(C)cc1CNC(=O)c1cc2n(n1)C(C(F)(F)F)CC(c1cccs1)N2 (centres undefined)	-6%	0.5%	8%	?	-7%	2%	-9%	-8%	i
39	CC(=O)NCc1ccc(C(=O)COC(=O)COc2ccccc2)s1	-2%	-1.4%	1%	22%	1%	7%	-4%	8%	i
40	CCc1nc(NCC2CC2)c2nnn(Cc3ccccc3)c2n1	·	3.1%	8%	·	·	-5%	·	-26%	i
41	CCOC(=O)C1CCN(C(=O)C2CC(=O)N(c3ccc4c(c3)OCCO4)C2)CC1 (centres undefined)	-4%	-0.8%	2%	1%	-3%	-5%	-3%	-3%	i
42	FC(F)(F)c1ccc2c(c1)n(Cc1ccccc1)c1[n+]2CCCCC1	3%	-0.2%	-3%	8%	2%	4%	-17%	-2%	i
43	Cc1cnc(NC(=O)CN2C(=O)C3CC=CCC3C2=O)s1 (centres undefined)	-180%[0.0737 µM]	0.2%	-8%	-9%	10%	-19%	3%	0%	i
44	Cc1ccc(S(=O)(=O)N(C)Cc2ccc(C(=O)N/N=C3\CCCC(=O)C3)cc2)cc1	?	-0.6%	7%	9%	-3%	9%	-1%	6%	i
45	COC(=O)CNc1nc(OC)nc(N(C)C)n1	0%	4.3%	3%	·	6%	?	-1%	-38%	i
46	O=C(Nc1c(Br)cc2c(c1Br)Cc1ccccc1-2)C(Cl)Cl	-2%	0.8%	-2%	10%	-3%	0%	4%	-7%	?
47	COc1ccc2c(c1)c(CCN1C(=O)c3ccccc3C1=O)cn2C(=O)c1ccco1	0%	-0.2%	-3%	-15%	3%	6%	-14%	-22%	i
48	CC1=C(C(=O)Nc2ccccc2)C(c2ccc(C)o2)N2C(=O)CSC2=N1 (centres undefined)	5%	2.8%	-13%	11%	3%	39%[activator]	6%	-1%	i
49	COc1cccc(-c2nn(-c3ccc(C)cc3)cc2C(=O)N2CCN(C3CCS(=O)(=O)C3)CC2)c1 (centres undefined)	-11%	0.2%	-10%	9%	3%	-13%	14%	-12%	i
50	OCC(CO)(CO)NCc1ccc(-c2ccccc2)cc1	4%	2.9%	-3%	1%	1%	7%	2%	21%	i
51	C/C(=N\NC(=O)C1CCCN(S(=O)(=O)c2ccccc2)C1)c1ccccn1 (centres undefined)	?	0.5%	12%	12µM*	?	-27%	8.9µM*	-32%	?
52	COc1cccc(CN2CCC(C(=O)N3CCC(C)CC3)CC2)c1	-5%	0.3%	4%	0%	0%	?	-19%	-22%	i
53	Cc1oc(-c2cccs2)nc1CN1CCN(Cc2ccc(F)c(F)c2)C(CCO)C1 (centres undefined)	?	5.3%	-8%	3%	-2%	-9%	12%	-27%	i
54	O=C(/C=C/c1ccccc1)N1CCN(c2ccccn2)CC1	-2%	0.3%	14%	?	-5%	1%	24%	-22%	i
55	Cc1ccc2nc(Cl)c(/C=N/Nc3ccc(C(=O)O)cc3)cc2c1	16µM*	-0.1%	?	?	-3%	1%	·	-36%	i
56	CCn1nccc1C(=O)Nc1ccccc1OC	1%	0.7%	3%	-4%	1%	12%	2%	-50%	i
57	COC(=O)[C@]1(C)N[C@H](CN(C)C(C)=O)[C@@H]2C(=O)N(Cc3ccccc3)C(=O)[C@@H]21	-18%	0.4%	-8%	9%	0%	4%	6%	5%	i

Exported with two lines to a compound: two of the compounds above.
The line under a structure holds: MCF10A rereplic	Nrf2 ARE act	EPAC2 antag	Nrf2 inh	A549 viability	TGFb SMAD3 inh	ATXN2 expr inh	HepG2 tox	ATXN viability
35: O=C(c1ccc2ccccc2c1)N1CCc2ccccc21
 : 5%	3.8%	-8%	?	-1%	-1%	27%	-7%	i
36: O=C1C=CN2CCCC2CC1 (centres undefined)
 : 4%	-0.1%	10%	0%	-1%	1%	8%	-2%	i
